RBX1-CUL1 inh – inhibitors of human ROC1-CUL1 ubiquitin ligase activity. AID 1347404. inhibition, % at 10 µM. in vitro K48 di-Ub FRET, acceptor:donor ratio, 45 min. 0.6% of 140,000 active; in the data active = inhibition above about 25%
Target sequence (P62877 whole entry, looked up): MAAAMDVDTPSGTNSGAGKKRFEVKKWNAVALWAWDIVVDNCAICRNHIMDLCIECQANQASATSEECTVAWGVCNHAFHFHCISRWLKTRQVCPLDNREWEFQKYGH
Target sequence (Q13616 whole entry, looked up): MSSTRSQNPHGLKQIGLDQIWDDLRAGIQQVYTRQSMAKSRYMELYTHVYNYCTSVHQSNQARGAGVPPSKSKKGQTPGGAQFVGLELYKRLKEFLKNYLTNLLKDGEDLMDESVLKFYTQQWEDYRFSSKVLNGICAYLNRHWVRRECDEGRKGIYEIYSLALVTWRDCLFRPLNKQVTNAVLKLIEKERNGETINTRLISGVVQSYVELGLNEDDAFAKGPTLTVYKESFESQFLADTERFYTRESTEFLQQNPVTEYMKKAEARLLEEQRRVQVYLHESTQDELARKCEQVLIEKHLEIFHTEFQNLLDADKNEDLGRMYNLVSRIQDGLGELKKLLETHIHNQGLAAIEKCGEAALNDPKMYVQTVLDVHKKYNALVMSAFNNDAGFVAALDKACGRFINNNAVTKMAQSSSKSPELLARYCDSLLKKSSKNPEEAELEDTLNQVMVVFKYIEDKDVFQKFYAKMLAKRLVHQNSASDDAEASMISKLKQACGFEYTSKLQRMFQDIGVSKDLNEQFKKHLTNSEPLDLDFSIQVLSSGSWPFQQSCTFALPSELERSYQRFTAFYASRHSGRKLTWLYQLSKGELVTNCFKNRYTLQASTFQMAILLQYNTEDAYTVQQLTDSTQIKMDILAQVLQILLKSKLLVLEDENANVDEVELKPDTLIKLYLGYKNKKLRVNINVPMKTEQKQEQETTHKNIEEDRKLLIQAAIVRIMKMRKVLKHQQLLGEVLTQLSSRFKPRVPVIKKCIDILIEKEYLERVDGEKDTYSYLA
* = called active by the depositor. Only part of the results is shown. The share of hits here may be higher or lower than overall.

For CCOc1ccc(-c2csc(NC(=O)c3ccco3)c2C(=O)OC(C)C)cc1 the results were RBX1-CUL1 inh -13.
`CCOC(=O)c1cccc(NC(=O)C2COc3ccc(OC)cc3C2)c1` (stereo unspecified) gave RBX1-CUL1 inh 5.
Screening COc1cccc(CC2(CO)CCN(C(=O)CCc3cccs3)CC2)c1 returned RBX1-CUL1 inh 8.
O=C(CSc1nc2c([nH]c3ccccc32)c(=O)n1-c1ccc(F)cc1)N1CCCCC1 was read as RBX1-CUL1 inh 7.
For COc1ccc(NC(=O)C(CC(C)C)N2C(=O)c3ccccc3C2=O)cc1 (stereo unspecified) the results were RBX1-CUL1 inh 0.
`CCOC(=O)C1C(=O)NC(N2CCCCC2)=NC1c1ccc(OC)cc1OC` (stereo unspecified) gave RBX1-CUL1 inh 2.
For CSc1nc2sc3c(c2c(=O)n1-c1ccccc1)CCC3 the results were RBX1-CUL1 inh -1.
`COCCNC(=O)c1cnn2c1NC(c1ccc(OC)cc1)CC2C(F)(F)F` (stereo unspecified) gave RBX1-CUL1 inh -2.
For O=C1CC(/C=C/c2ccccc2)Cc2nc(N3CCN(C(=O)c4ccco4)CC3)ncc21 (stereo unspecified) the results were RBX1-CUL1 inh 7.
For CSc1ccc(CCNC(=O)Cn2ncc3c([nH]c4ccccc43)c2=O)cc1 the results were RBX1-CUL1 inh -1.
Screening Cc1cc(-c2nn3c(Cc4ccccc4C)nnc3s2)n(C)n1 returned RBX1-CUL1 inh 0.
For Cc1ccc(CNC(=O)CN2C(=O)C3CCCCN3c3ccc(C(=O)N4CCCC4)cc32)cc1 (stereo unspecified) the results were RBX1-CUL1 inh 2.
COc1nc(N)c(C#N)c(-c2ccccc2)c1-c1ccccc1 was read as RBX1-CUL1 inh -4.
For CC(C)C1N=C2c3ccccc3N=C(SCC(=O)NCc3ccc(Cl)cc3)N2C1=O (stereo unspecified) the results were RBX1-CUL1 inh -10.
Screening CC(C)OC(=O)c1ccc(NC(=O)c2ccc(COc3ccccc3Cl)cc2)cc1 returned RBX1-CUL1 inh 0.

6 entries from above, sorted by heavy-atom count, rising.
COc1nc(N)c(C#N)c(-c2ccccc2)c1-c1ccccc1 was read as RBX1-CUL1 inh -4.
Screening COc1cccc(CC2(CO)CCN(C(=O)CCc3cccs3)CC2)c1 returned RBX1-CUL1 inh 8.
For CSc1ccc(CCNC(=O)Cn2ncc3c([nH]c4ccccc43)c2=O)cc1 the results were RBX1-CUL1 inh -1.
Screening CC(C)OC(=O)c1ccc(NC(=O)c2ccc(COc3ccccc3Cl)cc2)cc1 returned RBX1-CUL1 inh 0.
O=C(CSc1nc2c([nH]c3ccccc32)c(=O)n1-c1ccc(F)cc1)N1CCCCC1 was read as RBX1-CUL1 inh 7.
For Cc1ccc(CNC(=O)CN2C(=O)C3CCCCN3c3ccc(C(=O)N4CCCC4)cc32)cc1 (stereo unspecified) the results were RBX1-CUL1 inh 2.

(list continues)
`COc1cccc(NC(=O)Cc2noc3c(C)cccc23)c1` gave RBX1-CUL1 inh -3.
`CCOC(=O)N1CCN(S(=O)(=O)c2ccc(OC)c(C)c2)CC1` gave RBX1-CUL1 inh 7.
Screening COc1cc2nncc(C(C#N)C3=NC(C)(C)CN3C(C)C)c2cc1OC (stereo unspecified) returned RBX1-CUL1 inh 6.
CCCCCC(=O)N(CN1C(=O)c2ccccc2C1=O)c1cc(C)ccc1C was read as RBX1-CUL1 inh -2.
For CCOc1cc(/C=C2\C(=O)ON=C2C)ccc1OCc1ccccc1 the results were RBX1-CUL1 inh 8.
`COc1ccc(NC(=O)c2c(NCc3ccc(N(C)C)cc3)sc3c2CCC3)cc1` gave RBX1-CUL1 inh 7.
Cc1ccc(NC(=O)Cc2noc3c(C)cccc23)c(C)c1 was read as RBX1-CUL1 inh -4.
`O=C(c1cc2ccccc2oc1=O)N1CCN(C23CC4CC(CC(C4)C2)C3)CC1` gave RBX1-CUL1 inh 0.
CN(C(=O)c1ccco1)c1ccc2c(c1)nc1n2CCOC1 was read as RBX1-CUL1 inh 8.
Screening COc1ccc(/C=N\n2nnc3ccccc32)cc1 returned RBX1-CUL1 inh -1.
For Cc1[nH]c2ccccc2c1/C=N/NC(=O)CO the results were RBX1-CUL1 inh 1.
O=C(NC1CCCCC1)c1ccc(N2CCCCC2)cc1 was read as RBX1-CUL1 inh 20.
`c1ccc2c(c1)oc1c(NCC3CCCO3)ncnc12` (stereo unspecified) gave RBX1-CUL1 inh 2.
Screening Cn1nccc1C(=O)NCc1ccc(F)cc1 returned RBX1-CUL1 inh 7.
Screening Cc1oc(-c2ccc(Cl)cc2)nc1CSc1nnc(C)n2c1cc1sccc12 returned RBX1-CUL1 inh -3.
For CCc1ccc(-c2n[nH]c3c2CN(C(=O)CN2C(=O)CNC2=O)CC3)cc1 the results were RBX1-CUL1 inh -2.
`COc1cc(OC)c(NC(=O)c2ccccc2)cc1Cl` gave RBX1-CUL1 inh 3.
For CCOC(=O)c1c(NC(=O)/C=C/c2ccc(OCC)cc2)sc(C)c1C the results were RBX1-CUL1 inh 9.
Screening COc1ccccc1N=C1CC(=O)Oc2ccccc21 returned RBX1-CUL1 inh -5.
For CC(C)(C)NC(=O)CCSc1nc2cc(Cl)ccc2o1 the results were RBX1-CUL1 inh 5.
Cc1cccc(OC(=O)C2CCCC2)c1C was read as RBX1-CUL1 inh 10.
Screening CCCSc1nnc2n(C3CCCCC3)c(=O)c3c4c(sc3n12)CCCC4 returned RBX1-CUL1 inh 3.
For CCOc1ccc(C(=O)NCCc2sc(-c3ccc(OC)c(OC)c3)nc2C)cc1 the results were RBX1-CUL1 inh -4.
O=C1C2CC=CCC2C(=O)N1Cc1ccccc1 (stereo unspecified) was read as RBX1-CUL1 inh 7.
`CC(=O)N(CN1C(=O)c2ccccc2C1=O)c1ccccc1C` gave RBX1-CUL1 inh 7.
For Cc1ccc2c(c1)N(C(=O)CN1C(=O)C3CCCCC3C1=O)C(C)(C)CC2(C)c1ccccc1 (stereo unspecified) the results were RBX1-CUL1 inh 8.
For CN(C(=O)CSc1nc2ccc(NC(=O)c3cccs3)cc2s1)c1ccccc1 the results were RBX1-CUL1 inh -9.
`CCS(=O)(=O)c1ccccc1C(=O)Nc1ccc(-c2nc3ccccc3s2)cc1` gave RBX1-CUL1 inh 4.
COCCCn1c(=O)c2sccc2n2c(CCCC(=O)NC3CCC(C)CC3)nnc12 (stereo unspecified) was read as RBX1-CUL1 inh -7.
For O=C(NNC(=S)N1CCOCC1)c1cnccn1 the results were RBX1-CUL1 inh 10.

Gathered by group, the compounds so far containing a cyano group
COc1nc(N)c(C#N)c(-c2ccccc2)c1-c1ccccc1 was read as RBX1-CUL1 inh -4.
Screening COc1cc2nncc(C(C#N)C3=NC(C)(C)CN3C(C)C)c2cc1OC (stereo unspecified) returned RBX1-CUL1 inh 6.

(continued)
For CCC(C)NC(=O)c1cc2c(=O)n3cccc(C)c3nc2n1C (stereo unspecified) the results were RBX1-CUL1 inh -1.
For O=C1N=CC(N2CCCCC2)C(=O)N1 (stereo unspecified) the results were RBX1-CUL1 inh -3.
For Cc1ccc2occ(CC(=O)N3CCN(c4cccc(Cl)c4)CC3)c2c1 the results were RBX1-CUL1 inh 11.
`CCc1ccccc1NC(=O)C1CCN(S(=O)(=O)N(C)C)CC1` gave RBX1-CUL1 inh 1.
For COC(=O)c1c(-c2ccc(F)cc2)csc1NC(=O)COc1ccccc1Cl the results were RBX1-CUL1 inh -2.
Screening Cc1ccc(C)c(N2CCN(Cc3nnc(-c4ccc5c(c4)OCO5)o3)CC2)c1 returned RBX1-CUL1 inh -7.
`COc1ccc(C(CC(=O)NCc2cn3c(n2)SCC3)c2ccccc2)cc1` (stereo unspecified) gave RBX1-CUL1 inh -1.
Screening CN(c1ccc2c(c1)nc1n2CCOC1)S(C)(=O)=O returned RBX1-CUL1 inh -4.
O=C(CSc1nnc(-c2ccncc2)n1-c1ccccc1)N1CCCc2ccccc21 was read as RBX1-CUL1 inh 5.
CC(C)(C)OC(=O)N1CCC(c2c(C(=O)Nc3ccc4c(c3)OCO4)cnn2-c2ccccc2)CC1 was read as RBX1-CUL1 inh -2.
O=S1(=O)NC(NC23CC4CC(CC(C4)C2)C3)C2CCCCC21 (stereo unspecified) was read as RBX1-CUL1 inh 4.
Cc1ccc(-c2nnc(-c3ccccc3Cl)o2)cc1 was read as RBX1-CUL1 inh 11.
`O=C(O)C1CC=CCC1C(=O)Nc1ccc(N2CCN(c3ccc(Cl)cc3)CC2)cc1` (stereo unspecified) gave RBX1-CUL1 inh 9.
CCOC(=O)CSc1nnc2n(-c3ccccc3)c(=O)c3c4c(sc3n12)CC(C(C)(C)C)CC4 (stereo unspecified) was read as RBX1-CUL1 inh 7.
`CCc1ccc(OCCCCOc2ccc(CC)cc2)cc1` gave RBX1-CUL1 inh -1.

Molecules above with a tert-butyl group (three):
For CC(C)(C)NC(=O)CCSc1nc2cc(Cl)ccc2o1 the results were RBX1-CUL1 inh 5.
CC(C)(C)OC(=O)N1CCC(c2c(C(=O)Nc3ccc4c(c3)OCO4)cnn2-c2ccccc2)CC1 was read as RBX1-CUL1 inh -2.
CCOC(=O)CSc1nnc2n(-c3ccccc3)c(=O)c3c4c(sc3n12)CC(C(C)(C)C)CC4 (stereo unspecified) was read as RBX1-CUL1 inh 7.

Next section:
For O=C(c1ccc(Cl)cc1)c1nc(-c2ccccc2)n[nH]1 the results were RBX1-CUL1 inh -2.
Screening CC1CCCN(S(=O)(=O)c2cc3c(cc2Cl)NC(=O)CO3)C1 (stereo unspecified) returned RBX1-CUL1 inh -2.
C=C(C)CSc1nc2ccc(OCC)cc2[nH]1 was read as RBX1-CUL1 inh 3.
For Cc1nnc(SCC(=O)Nc2ccc([N+](=O)[O-])cc2)n1-c1ccccc1 the results were RBX1-CUL1 inh 1.
Screening CN1CCc2nc3sc(C(=O)Nc4ccc(N(C)C)cc4)c(N)c3cc2C1 returned RBX1-CUL1 inh -5.
For CC1CCC(Nc2nc3c(-c4cccc(C(F)(F)F)c4)nnn3c3ccccc23)CC1 (stereo unspecified) the results were RBX1-CUL1 inh -6.
`CC1CCCN(Cc2c(O)ccc3c(=O)c(-c4ccccc4Cl)c(C(F)(F)F)oc23)C1` (stereo unspecified) gave RBX1-CUL1 inh 3.
Cc1ccnc(N2CCC(C3CCN(Cc4cccnc4)CC3)C2)c1 (stereo unspecified) was read as RBX1-CUL1 inh 8.
COC1CCN(C(=O)CC2C(=O)NCCN2Cc2cccc(C(F)(F)F)c2)CC1 (stereo unspecified) was read as RBX1-CUL1 inh 2.
Screening COc1cc2nc(SCC(=O)Nc3ccc(F)cc3)n3nc(CCn4c(C)nc5ccccc54)nc3c2cc1OC returned RBX1-CUL1 inh -8.
Screening C=CCNC(=O)c1c(NC(=O)COc2ccccc2)sc2c1CCCC2 returned RBX1-CUL1 inh -4.
For COc1cc(SC)ccc1C(=O)Nc1cccc(CCc2ccccn2)c1 the results were RBX1-CUL1 inh -4.
For CCCCNC(=O)C1CCN(c2nc3ccc(C)cc3[nH]2)CC1 the results were RBX1-CUL1 inh -2.
Cc1ccc(C)c(Cn2c(=O)n(CCCC(=O)NCc3ccc4c(c3)OCO4)c(=O)c3sccc32)c1 was read as RBX1-CUL1 inh 5.
Screening O=C(c1ccc(N2CCCC2)nc1)N1CCCN(C2CCCCC2)CC1 returned RBX1-CUL1 inh 9.
COc1cc(OC)c(N(C)C(=O)c2c(C)oc3ncn(CC(C)C)c(=O)c23)cc1Cl was read as RBX1-CUL1 inh -2.
Cc1ccc(C(c2nnnn2C(C)(C)C)N2CCCCC2)cc1 (stereo unspecified) was read as RBX1-CUL1 inh 4.
CCCOc1cccc(C2c3c(oc4cc(C)c(C)cc4c3=O)C(=O)N2CCCN2CCOCC2)c1 (stereo unspecified) was read as RBX1-CUL1 inh 6.
CC1(C)C(=O)C2(C(=O)Nc3ccc(NC(=O)C45CCC(C4)C(C)(C)C5=O)cc3)CCC1C2 was read as RBX1-CUL1 inh 5.
Cc1ccc(-c2cn3nc(N4CCC(C(=O)Nc5ccccc5C)CC4)sc3n2)cc1 was read as RBX1-CUL1 inh -1.
For O=c1c(Oc2ccccc2)c(C(F)(F)F)oc2c3c(ccc12)OCO3 the results were RBX1-CUL1 inh -6.
For CC1=C(C)C[C@@](C#N)(C(F)(F)F)[C@](C#N)(C(F)(F)F)C1 the results were RBX1-CUL1 inh -2.
`CN(c1ccccc1C(=O)NCCc1ccccc1)S(C)(=O)=O` gave RBX1-CUL1 inh -4.
`N#Cc1cc(C#N)c(SCCN2CCOCC2)nc1N` gave RBX1-CUL1 inh 4.
For Cc1ccc(Nc2nc3c(S(=O)(=O)c4ccccc4)nnn3c3ccc(Cl)cc23)c(C)c1 the results were RBX1-CUL1 inh -2.
Screening C=CCN1N=C(C(C)(C)C)Cn2c1nc1c2c(=O)n(CC)c(=O)n1C returned RBX1-CUL1 inh 5.
COc1ccccc1-c1nn2c(=O)cc(CN3CCN(S(=O)(=O)c4ccc(C)cc4)CC3)nc2s1 was read as RBX1-CUL1 inh -5.
For COc1ccc(-c2ccc(NS(=O)(=O)c3cccc(Cl)c3)cc2)nn1 the results were RBX1-CUL1 inh -4.
Screening CCOc1ccccc1C(=O)Oc1ccccc1OC returned RBX1-CUL1 inh 11.
Screening COc1cc(-c2nc(CN3CCN(C(=O)c4ccco4)CC3)c(C)o2)ccc1F returned RBX1-CUL1 inh 10.
For O=C(Nc1ccccc1F)N1CCN(c2ccccc2Cl)CC1 the results were RBX1-CUL1 inh 4.
`COc1ccc(CCNC(=O)/C(C#N)=C\c2cn(-c3ccccc3)nc2-c2ccccc2)cc1OC` gave RBX1-CUL1 inh -4.
`Cc1cccc(C)c1NS(=O)(=O)c1ccc(F)cc1` gave RBX1-CUL1 inh -5.
`CN(C(=O)c1c2c(nc3ccccc13)C(=O)N(C1CCCCC1)C2)c1ccc(F)cc1` gave RBX1-CUL1 inh -5.
CSc1ccc(-c2nc3ncccn3c2Nc2ccc(C)c(C)c2)cc1 was read as RBX1-CUL1 inh 0.
`COc1ccc2c(c1)NC(c1ccc(Cl)cc1)=NC(c1cccs1)=N2` gave RBX1-CUL1 inh -14.
Screening COc1cccc(-n2c(SCC(N)=O)nc3c(oc4ccccc43)c2=O)c1 returned RBX1-CUL1 inh 8.
For Cc1ccc(NS(=O)(=O)c2ccc(NS(=O)(=O)c3ccc4c(c3)OCCO4)cc2)cc1C the results were RBX1-CUL1 inh -4.

Bioassay records deposited in PubChem BioAssay by Icahn School of Medicine at Mount Sinai.
